From PubChem
MOR-DOR ag: agonists of human mu-delta opioid receptor heterodimerization; P35372+P41143; cells, OPRM1-OPRD1 heterodimerization, luminescence; activation, % at 9.3 µM; 340,000 tested, 0.3% active; AID 504326; in the data active = activation above about 18%;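 note: 0% = vehicle-treated cells and 100% = reference agonist; values of inactives mirror those of a sister screen read the other way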
Target sequence (P35372 whole entry, looked up): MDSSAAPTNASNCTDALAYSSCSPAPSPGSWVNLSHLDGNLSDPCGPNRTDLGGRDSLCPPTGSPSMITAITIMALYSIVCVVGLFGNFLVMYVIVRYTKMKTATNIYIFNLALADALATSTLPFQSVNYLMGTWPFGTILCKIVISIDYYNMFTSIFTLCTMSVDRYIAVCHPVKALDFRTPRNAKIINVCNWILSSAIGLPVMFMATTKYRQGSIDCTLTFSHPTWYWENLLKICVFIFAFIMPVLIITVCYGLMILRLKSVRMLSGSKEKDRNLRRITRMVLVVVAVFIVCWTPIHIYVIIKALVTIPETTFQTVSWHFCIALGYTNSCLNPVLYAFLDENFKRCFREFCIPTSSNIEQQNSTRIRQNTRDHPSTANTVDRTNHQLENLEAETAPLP
Target sequence (P41143 whole entry, looked up): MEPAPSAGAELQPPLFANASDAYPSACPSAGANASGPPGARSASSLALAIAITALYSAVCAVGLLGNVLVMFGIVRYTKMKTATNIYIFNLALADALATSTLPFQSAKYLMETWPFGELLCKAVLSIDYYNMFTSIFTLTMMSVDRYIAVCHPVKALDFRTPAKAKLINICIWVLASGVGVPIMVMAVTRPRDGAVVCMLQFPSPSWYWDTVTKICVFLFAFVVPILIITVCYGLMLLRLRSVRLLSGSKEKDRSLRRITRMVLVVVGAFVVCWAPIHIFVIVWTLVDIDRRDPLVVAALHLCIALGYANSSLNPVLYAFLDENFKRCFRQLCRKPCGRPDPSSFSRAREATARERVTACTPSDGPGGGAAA
Pemphigus Ab inh: human desmoglein-3 autoantibody binding inhibition; DSG3-coupled beads, scFv-anti-DSG3-GFP binding, flow cytometry; hits give low values; binding (percent of control), % at 10 µM; 310,000 tested, 0.48% active; AID 588358;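 active = binding more than 3 SD below its plate's average and above zero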;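 note: hits lower antibody fragment binding to DSG3; some compounds called inactive have numbers as strong as hits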
Mot1-301 SUMO: blocks SUMOylation pathway, rescuing yeast Mot1-301 growth; S. cerevisiae Mot1-301 growth rescue, ATP luminescence, 38.5C; percent above DMSO median, 100 means doubled; growth rescue, % at 18.8 µM; 320,000 tested, 1% active;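 active = every valid replicate shows activation above 250% relative to neutral control wells; inactive = the rest, any valid replicate at or below 250%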;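 note: OY570 slx delta 5 strain wells were the positive control but not used for scaling; some compounds called inactive have numbers as strong as hits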
E coli growth: bacterial growth inhibition, counter-screen for AddAB inhibitors; E. coli V3065 growth, OD600 absorbance, 18 h; inhibition, % at 11.9 µM; 330,000 tested, 0.27% active; AID 449728;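 active = inhibition above the campaign's mean inhibition across all tested compounds plus 3 SD, cut at about 9.9% in these data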;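 note: uninfected addAB+ strain grown without phage in ampicillin broth; 0% = DMSO wells and 100% = ciprofloxacin 0.95 µg/ml wells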
Tat export inh: blocks Tat-dependent protein export in E. coli | E. coli MC4100 TorA-mCherry Tat export, fluorescence | inhibition, % at 10 µM | 340,000 tested, 0.036% active | AID 488895;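 active = mean replicate inhibition at least 50% and at least half of replicates individually reaching 50%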;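 note: exported cargo escapes ClpAP degradation while cytoplasmic cargo is degraded and loses fluorescence; 0% = median of neutral control wells and 100% = median of NaSCN control wells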
MOR-DOR inv ag: inverse agonist of human OPRM1-OPRD1 heterodimerization. cell-based MOR-DOR heterodimer luminescence, inverse agonism. inhibition, % at 9.3 µM. 340,000 tested, 0.21% active. AID 504357; in the data active = inhibition above about 22%, passing the limit was not always enough;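 note: 0% = cells with DMSO and 100% = wells without cells with DMSO; values of inactives mirror those of a sister screen read the other way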
Arrestin-AP2 inh: inhibitors of human beta-arrestin and AP2 interaction; FITC-arrestin peptide / GST-AP2 beads, flow cytometry; AP2 beta2 appendage carries R879A mutation; inhibition, % at 10 µM; 340,000 tested, 0.31% active; AID 504490;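 active = inhibition above a set limit, near 3 SD of compounds lacking own fluorescence, cut at about 54% in these data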;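 note: plate controls were DMSO wells for no effect and 5 µM unlabelled arrestin peptide for full effect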
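Test system: GST-tagged AP2 beta2-adaptin appendage (R879A) on 4 µm glutathione beads; also added: fluorescein-tagged arrestin peptide at 50 nM final; timing: 12 min plus 1 h, RT; signal: flow cytometry, FL1 (488/535 nm); read-out: percent drop in bead-associated FITC signal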
PfHsp90 yeast 2: growth inhibition of yeast expressing Plasmodium Hsp90 | 310,000 tested, 0.32% active | inhibition, % at 9.4 µM | AID 504621 | S. cerevisiae expressing PfHsp90, BacTiter-Glo ATP, 48 h; yeast lacking PDR1 and PDR3 efflux regulators;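 active = every replicate shows inhibition above about 80%, whatever the replicate mean, limit read from the data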;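 note: 0% = DMSO neutral controls and 100% = 20 µM radicicol positive controls; yeast relying on Plasmodium falciparum Hsp90 in place of its own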
AddAB inh: less growth of phage-infected E. coli with AddAB. E. coli expressing H. pylori AddAB, absorbance growth. inhibition, % at 11.9 µM. 330,000 tested, 0.29% active. AID 435030; in the data active = inhibition above about 12%;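 note: 0% = vehicle wells of infected cells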
phage Ecoli inh: E. coli growth loss with phage present; growth absorbance; AID 651602; inhibition, % at 11.9 µM; 360,000 tested, 0.26% active; in the data active = inhibition above about 11%
PKA-R1A activ: activators of PKA-R1A complex | activation, % at 11.4 µM | P00514+P68181 | PKA-R1A dissociation, Cy5-IP20 fluorescence polarization; scaled: DMSO 0%, 113 µM cGMP 100% | 340,000 tested, 0.083% active;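 active = percent activation above the mean of all tested compounds plus 3 SD, cut at about 19% in these data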;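 note: higher means more PKAc released from R1A so a rise in polarization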
Starred values were filed as active, the others as inactive; x = no result given.

SMILES	MOR-DOR ag	Pemphigus Ab inh	Mot1-301 SUMO	E coli growth	Tat export inh	MOR-DOR inv ag	Arrestin-AP2 inh	PfHsp90 yeast 2	AddAB inh	phage Ecoli inh	PKA-R1A activ
CC1(C)Oc2ccc3ccc(=O)oc3c2[C@@H](O)[C@H]1O	-2.1	100	5	-1.8	5	12	18	-5	-0.4	0.4	-2
CCOc1ccc(NC(=O)CC2C(=O)N(c3ccccc3)C(=O)N2Cc2ccccn2)cc1 (centres undefined)	-0.3	98	-7	-0.7	-2	2	3	x	1.3	1.1	-6
Cc1cc(C)n2nc(N)nc2n1	-3.5	92	x	x	7	18	40	2	x	3.5	-4
Cc1cnnn1-c1ccc(C(=O)CCl)cc1	-4.6	x	7	2.4	-16	28	26	-8	3.1	2.4	-7
CC1CN(C(=O)CCc2ccccc2)C(C)CN1C(=O)CCc1ccccc1 (centres undefined)	-0.9	98	176	1.3	-5	5	-21	18	3.4	4.0	3
O=C(NCc1ccncc1)/C(=C/c1cccc([N+](=O)[O-])c1)NC(=O)c1ccccc1	-1.6	107	-8	0.2	1	8	-7	0	1.8	3.6	-5
CCCCn1nnnc1SCC(=O)NC1CCCCC1	-0.3	108	242	-1.3	-2	2	-4	-22	3.1	2.3	-2
Cc1nc(NC(=O)CSc2nncs2)c(Cl)cc1Cl	0.4	91	-5	1.1	-9	-2	28	0	-0.3	1.4	2
CCC(C)[C@H](NC(=O)NCc1ccc(S(N)(=O)=O)cc1)C(=O)OC (some centres undefined)	-1.2	95	15	-0.3	1	8	2	-6	-0.2	3.4	-6
O=C(CSc1nc2ccccc2c(=O)n1CCCN1CCOCC1)NCCc1ccccc1	-3.4	103	1	0.5	4	13	32	x	0.7	1.8	1
CC1(C)OC(=O)N(c2ccccc2)C12C=Cc1c(ccc3ccccc13)O2 (centres undefined)	5.3	x	274*	-0.9	10	-32	22	-1	1.4	4.1	-4
O=C(NC1CCCCC1)c1cccc2c1C(=O)c1ccc(N3CCCC3)cc1S2(=O)=O	-4.1	114	6	1.2	-1	19	4	-4	1.4	1.1	-8
CNC(=O)Nc1cccc(C(F)(F)F)c1	-3.7	104	5	5.1	0	18	3	11	7.9	10	-9
O=C(NN=Cc1ccccc1Cl)c1cccc2ccccc12	0.6	84	x	x	1	-3	6	-5	x	1.5	-7
COc1cc(NC(=O)Cc2cccs2)cc(OC)c1	0.1	99	0	-1.4	2	0	1	-19	0.0	-0.9	3
COC(=O)c1cc(Br)c(=O)n(CCN2CCCC2)c1	-4.0	101	8	-0.9	-7	20	-4	-7	2.0	-0.5	-7
COc1ccc(C(=O)Nc2cc3c(cc2N2CCOCC2)n(C)c(=O)n3C)cc1OC	-3.2	104	5	1.6	-3	16	2	6	-0.1	x	2
N#CC1=C(SCC(=O)NCc2ccccc2)NC(=O)CC1c1ccco1 (centres undefined)	-1.6	93	-11	-0.8	5	9	-4	3	-2.6	3.3	-5
C=CCOc1ccc(/C=C\c2nc(O)c([N+](=O)[O-])c(=O)[nH]2)cc1OC	-3.5	107	2	x	-8	17	2	22	x	x	-1
CN(C)c1cc[n+](CC[n+]2ccc(N(C)C)cc2)cc1	-2.8	108	-19	1.2	-9	16	20	-7	5.0	0.0	4
CCCc1nc(N)c(C#N)c(N)c1C#N	0.8	98	-12	-0.6	12	-5	4	9	5.3	-1.1	-1
CCCCN(CC)C(=O)C1CCC(CNS(=O)(=O)c2cccc3nsnc23)CC1 (centres undefined)	-2.3	100	220	-0.4	4	12	-7	-4	2.4	0.6	-14
O=C(Cn1nc(CNc2ccc(Cl)cc2)[n+]2c1CCCCC2)c1ccc(Br)cc1	-1.7	152	171	-2.2	6	9	29	13	0.3	4.0	-2
O=C1CCCC2=C1C(c1ccccc1)CC(=O)N2c1ccc(F)cc1F (centres undefined)	-2.0	115	-12	-0.5	-4	10	7	x	-0.9	4.6	-15
CCN(C(=O)CN1C(=O)NC(c2ccccc2)(c2ccccc2)C1=O)c1ccccc1	1.6	103	-2	0.8	-9	-13	-1	-1	2.5	3.3	-4

Only Pemphigus Ab inh and PfHsp90 yeast 2, for 2 of the compounds above:
SMILES | Pemphigus Ab inh | PfHsp90 yeast 2
COc1ccc(C(=O)Nc2cc3c(cc2N2CCOCC2)n(C)c(=O)n3C)cc1OC | 104 | 6
Cc1cc(C)n2nc(N)nc2n1 | 92 | 2

Later entries
SMILES	MOR-DOR ag	Pemphigus Ab inh	Mot1-301 SUMO	E coli growth	Tat export inh	MOR-DOR inv ag	Arrestin-AP2 inh	PfHsp90 yeast 2	AddAB inh	phage Ecoli inh	PKA-R1A activ
COc1cc(C2C(C#N)=C(N)Oc3cc4c(cc32)OCO4)cc(OC)c1OC (centres undefined)	-1.5	103	-7	-0.8	19	8	-12	-36	0.2	1.1	-1
COc1ncccc1-c1nnn(-c2ccc(C)cc2)n1	-2.8	105	9	-1.3	6	13	20	-9	0.8	2.0	-8
COC(=O)c1cc(C(=O)OC)n(Cc2ccc(Cl)cc2Cl)n1	-3.0	x	236	0.1	3	16	21	1	0.8	-0.1	-5
CCCCC[C@@H]1C=C(C(=O)O)[C@H](c2ccc(Br)cc2)N1S(=O)(=O)c1ccc(C)cc1	-2.6	106	x	0.7	13	12	11	-17	2.4	4.3	12
CCc1cc(C(=O)c2ccc(OC)cc2)c(NC(=O)CCC(=O)O)s1	x	106	1	-2.0	x	x	-20	x	-1.8	2.1	x
CCS(CC)=NS(=O)(=O)c1ccc(NC(C)=O)cc1	-2.0	102	2	-1.6	2	8	7	28	3.3	1.9	-1
Cc1nn(C)c(C)c1NC(=O)c1cc2nc(-c3ccco3)cc(C(F)(F)F)n2n1	-2.5	101	117	-0.7	-6	12	9	-6	0.8	2.4	13
O=C(CN1C(=O)C2C3C=CC(C3)C2C1=O)Nc1ccc(S(=O)(=O)N2CCCCC2)cc1 (centres undefined)	-0.5	94	-7	1.2	-6	3	-5	-17	0.5	2.5	-11
O=C(N[C@H](Cc1cc(=O)[nH]c2ccccc12)C(=O)O)c1ccc(Cl)cc1	-3.9	117	-1	x	0	18	15	-11	x	-0.6	-7
O=C(/C=C/c1ccccc1)Nc1ncn[nH]1	0.5	99	4	1.2	3	-3	2	23	0.9	x	-6
COc1ccc(C(=O)N2CCN(CCNC(=O)C(=O)Nc3ccc(F)cc3)CC2)cc1OC	-1.4	100	-11	2.1	4	7	23	-26	2.2	2.6	1
CCn1c(SCC(=O)n2c(C)c(C)c3ccccc32)nnc1-c1ccco1	1.4	79*	-2	0.0	3	-7	2	-16	0.8	3.1	-9
CC(=O)c1cccc(S(=O)(=O)N2CCC(C(=O)NC3CCCC3)CC2)c1	1.1	102	x	x	-5	-7	13	x	x	0.5	-3
O=[N+]([O-])c1ccc(N2CCN(S(=O)(=O)c3cnc[nH]3)CC2)cc1	-2.0	104	47	-1.5	-6	10	-12	14	2.9	0.6	1
O=C(c1ccccc1)N1CCOC12CCN(c1ncc(C(F)(F)F)cc1Cl)CC2	5.1	102	5	0.2	-3	-29	-6	5	0.2	5.3	-12
CC(=O)C1=C(C)N(CC2CC2)C(=O)N[C@H]1c1ccc(Br)cc1	0.9	x	68	-2.8	-1	-5	-2	22	4.6	3.1	-4
CCCCNC(=O)c1ccc2c(c1)ncn2C1CCCCC1	-0.5	99	3	-0.4	0	3	1	-5	-2.6	3.4	1
CN(CC(=O)Nc1cc(S(=O)(=O)N2CCCC2)ccc1Cl)Cc1ccc2c(c1)OCO2	-0.5	102	41	0.3	16	2	1	0	-0.3	0.8	-3
Cc1cccc(C)c1NC(=O)C(NC(=O)CN1C(=O)c2ccccc2C1=O)c1ccccc1 (centres undefined)	0.7	102	10	-1.3	-4	-5	-1	-49	0.4	0.6	-4
CCOc1ccc2[nH]c(O)c(NC(C)=O)c2c1	-1.2	110	4	-1.1	-10	7	13	-4	-0.3	0.5	2
CN(C)CCCCCCCCCCC(=O)/C=N/O	-2.5	106	-3	-3.4	0	14	6	-31	-0.6	2.8	4
O=C(Nc1ccccc1)c1ccc(S(=O)(=O)N2CCC(C(=O)O)CC2)cc1	-2.2	102	1	2.2	-3	12	36	14	4.1	1.0	-1
O=C(Nc1ccc(Br)c(C(F)(F)F)c1)c1ccccc1	9.5	106	-4	2.4	-8	-49	-1	-14	3.2	5.1	-5

Compounds from the list above that have an aryl methoxy group:
SMILES	MOR-DOR ag	Pemphigus Ab inh	Mot1-301 SUMO	E coli growth	Tat export inh	MOR-DOR inv ag	Arrestin-AP2 inh	PfHsp90 yeast 2	AddAB inh	phage Ecoli inh	PKA-R1A activ
COc1cc(NC(=O)Cc2cccs2)cc(OC)c1	0.1	99	0	-1.4	2	0	1	-19	0.0	-0.9	3
COc1ccc(C(=O)Nc2cc3c(cc2N2CCOCC2)n(C)c(=O)n3C)cc1OC	-3.2	104	5	1.6	-3	16	2	6	-0.1	x	2
C=CCOc1ccc(/C=C\c2nc(O)c([N+](=O)[O-])c(=O)[nH]2)cc1OC	-3.5	107	2	x	-8	17	2	22	x	x	-1
COc1cc(C2C(C#N)=C(N)Oc3cc4c(cc32)OCO4)cc(OC)c1OC (centres undefined)	-1.5	103	-7	-0.8	19	8	-12	-36	0.2	1.1	-1
COc1ncccc1-c1nnn(-c2ccc(C)cc2)n1	-2.8	105	9	-1.3	6	13	20	-9	0.8	2.0	-8
CCc1cc(C(=O)c2ccc(OC)cc2)c(NC(=O)CCC(=O)O)s1	x	106	1	-2.0	x	x	-20	x	-1.8	2.1	x
COc1ccc(C(=O)N2CCN(CCNC(=O)C(=O)Nc3ccc(F)cc3)CC2)cc1OC	-1.4	100	-11	2.1	4	7	23	-26	2.2	2.6	1
